RTF Ca sens inh = cardiac RTF calcium desensitization; IANBD-labeled cardiac RTF, Ca2+ fluorescence; inhibition, % at 7.15 µM; P19429+P45379; AID 493244; 0.12% of 340,000 active;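 active = inhibition above the mean inhibition of all tested compounds plus 3 SD, cut at about 17% in these data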;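 also: assay run at fixed EC70 calcium of 1.6 mM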
LANA DNA inh = blocks KSHV LANA C-terminal domain binding to DNA. MBP-C-LANA/FAM-LBS DNA binding, fluorescence polarization. inhibition, % at 9 µM. 0.078% of 340,000 active. AID 504423;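 active = highest replicate inhibition at or above 60% at 9 µM, even if other replicates fall short; inactive = all replicates below 60% inhibition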;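 also: 0% = neutral control wells and 100% = 4 µM acridine orange control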
V-ATPase pH = yeast V-ATPase proton transport regulation by pHLuorin; S. cerevisiae, pHLuorin cytosolic pH fluorescence; response, % at 10 µM; 0.37% of 350,000 active; AID 504577; in the data active = response mostly above about 7.3%, no sharp cut-off; inactive = mostly below about 5.4%; also: actives read high; inactives centre near 0; some compounds called inactive have numbers as strong as hits; reference of the scale not given here
MOR-DOR inv ag = inverse agonists of human mu-delta opioid receptor heterodimerization. 0.21% of 340,000 active. AID 504357. P35372+P41143. cell-based MOR-DOR heterodimer luminescence, inverse agonism. inhibition, % at 9.3 µM; in the data active = inhibition above about 22%, passing the limit was not always enough;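 also: 0% = cells with DMSO and 100% = wells without cells with DMSO; values of inactives mirror those of a sister screen read the other way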
Arrestin-AP2 inh = inhibitors of human beta-arrestin and AP2 interaction; inhibition, % at 10 µM; AID 504490; FITC-arrestin peptide / GST-AP2 beads, flow cytometry; AP2 beta2 appendage carries R879A mutation; 0.31% of 340,000 active;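 active = inhibition above a set limit, near 3 SD of compounds lacking own fluorescence, cut at about 54% in these data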;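 also: plate controls were DMSO wells for no effect and 5 µM unlabelled arrestin peptide for full effect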
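System: GST-AP2 R879A glutathione beads; medium: PBS, Tween 20 0.05%, BSA 0.1%; reagent: fluorescein-tagged arrestin peptide at 50 nM final; schedule: pre-incubation 12 min, peptide binding 1 h, room temperature; detection: flow cytometry, FL1 (488/535 nm); read-out: inhibition as reduced fluorescein signal on beads, percent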
cardiac RTF act = cardiac RTF calcium sensitization; IANBD-labeled TnC RTF fluorescence at EC20 calcium; 0% EC20 calcium, 100% full calcium; activation, % at 7.2 µM; 0.24% of 340,000 active; AID 493008;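 active = activation above the mean over all tested compounds plus 3 SD, cut at about 30% in these data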;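 also: rise in fluorescence read as greater calcium sensitivity of cardiac thin filaments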
OPRM1-OPRD1 ag = agonists of human mu-delta opioid receptor heterodimerization. P35372+P41143. cells, OPRM1-OPRD1 heterodimerization, luminescence. activation, % at 9.3 µM. 0.3% of 340,000 active. AID 504326; in the data active = activation above about 18%;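 also: 0% = vehicle-treated cells and 100% = reference agonist; values of inactives mirror those of a sister screen read the other way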
DSG3 Ab inh = blocks pemphigus antibody binding to human desmoglein-3 | DSG3-coupled beads, scFv-anti-DSG3-GFP binding, flow cytometry; active compounds read low | 0.48% of 310,000 active | P32926 | binding (percent of control), % at 10 µM;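 active = binding more than 3 SD below its plate's average and above zero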;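 also: hits lower antibody fragment binding to DSG3; some compounds called inactive have numbers as strong as hits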
Target sequence (P32926 whole entry, looked up, the tested form may be a part): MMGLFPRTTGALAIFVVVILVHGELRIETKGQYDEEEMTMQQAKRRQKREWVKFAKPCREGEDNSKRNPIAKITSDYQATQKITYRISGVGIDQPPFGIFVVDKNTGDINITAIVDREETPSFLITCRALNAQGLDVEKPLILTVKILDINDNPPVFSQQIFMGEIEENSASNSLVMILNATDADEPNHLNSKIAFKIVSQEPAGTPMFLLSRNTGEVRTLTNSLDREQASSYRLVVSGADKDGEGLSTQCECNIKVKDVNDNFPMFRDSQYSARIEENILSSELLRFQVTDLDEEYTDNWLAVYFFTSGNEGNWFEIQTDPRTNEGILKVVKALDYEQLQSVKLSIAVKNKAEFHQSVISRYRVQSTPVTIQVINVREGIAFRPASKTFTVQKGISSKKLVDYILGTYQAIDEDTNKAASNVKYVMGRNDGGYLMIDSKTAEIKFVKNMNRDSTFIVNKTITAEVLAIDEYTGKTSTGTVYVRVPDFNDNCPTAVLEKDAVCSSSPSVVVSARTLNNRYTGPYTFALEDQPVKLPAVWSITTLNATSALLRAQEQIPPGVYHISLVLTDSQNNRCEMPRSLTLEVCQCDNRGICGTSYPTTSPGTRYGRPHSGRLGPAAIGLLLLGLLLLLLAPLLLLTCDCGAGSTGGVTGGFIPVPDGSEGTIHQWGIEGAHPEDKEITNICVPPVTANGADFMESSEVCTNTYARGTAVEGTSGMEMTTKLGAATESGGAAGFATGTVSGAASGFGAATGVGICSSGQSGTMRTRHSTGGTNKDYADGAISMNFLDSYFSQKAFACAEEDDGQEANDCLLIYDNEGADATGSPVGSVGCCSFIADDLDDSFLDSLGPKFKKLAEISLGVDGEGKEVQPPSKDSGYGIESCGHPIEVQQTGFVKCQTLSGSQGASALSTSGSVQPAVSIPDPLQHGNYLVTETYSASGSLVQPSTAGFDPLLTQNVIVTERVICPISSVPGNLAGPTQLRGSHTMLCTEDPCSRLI
Keap1 Nrf2 FP = inhibitors of human Keap1-Nrf2 protein-protein interaction. Q14145. Keap1 Kelch-Nrf2 peptide fluorescence polarization, 1536-well. inhibition, % at 9.4 µM. 0.15% of 340,000 active; in the data active = inhibition above about 12%;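 also: human Keap1 Kelch domain with fluorescein labeled Nrf2 9mer peptide probe; 0% = neutral control wells and 100% = peptide positive control; higher means more block of Keap1 binding to Nrf2 peptide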
Wnt act = Wnt/beta-catenin pathway activation; AID 743398; 1.2% of 300,000 active; Wnt/beta-catenin reporter cell assay, activator, plate reader; activation, % at 9.35 µM; in the data active = activation above about 30%, passing the limit was not always enough;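 also: 0% = neutral control wells and 100% = positive control wells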
* = called active by the depositor; . = not tested or not shown.

SMILES	RTF Ca sens inh	LANA DNA inh	V-ATPase pH	MOR-DOR inv ag	Arrestin-AP2 inh	cardiac RTF act	OPRM1-OPRD1 ag	DSG3 Ab inh	Keap1 Nrf2 FP	Wnt act
CC(C)(C)CC(=O)NCc1cccs1	-6	-1.3	-1	6	-3	-3	-1.3	115	1	0
COc1ccccc1NS(=O)(=O)c1ccc(-c2cnc(C3CC3)o2)cc1	6	0.9	-3	10	-6	4	-2.1	110	-3	3
CC(=O)Nc1ccc(Nc2c([N+](=O)[O-])cc(S(C)(=O)=O)cc2[N+](=O)[O-])cc1	-3	-0.1	6	-27	18	-1	4.5	96	0	8
Cc1c(NC(=O)c2cc(-c3ccc(Cl)c(Cl)c3)on2)c(=O)n(-c2ccccc2)n1C	-30	-3.8	-2	7	14	-4	-1.3	105	-4	-4
Cn1c(=S)c2[nH]c(SCCN3CCCC3)nc2n(C)c1=O	-5	7.7	1	14	9	-5	-3.0	99	-5	0
COCCN(C(=O)COC(=O)c1cccnc1Cl)c1c(N)n(Cc2ccccc2)c(=O)[nH]c1=O	-9	0.3	13	13	34	-3	-2.4	98	-4	2
Cc1ccc(CNS(=O)(=O)c2ccc3c(c2)N(C)CCO3)cc1	-9	-0.2	-1	8	26	5	-1.6	99	-5	-1
O=C1c2cccc3c(N4CCCCC4)ccc(c23)C(=O)N1CCO	-101	28	-3	1	10	76*	-0.2	.	7	53*
Cc1onc(-c2ccc(Cl)cc2Cl)c1-c1csc(N/N=C/c2ccccc2)n1	-2	-1.4	8	-28	-16	2	5.3	108	-3	-5
C/C(=N/NC(=O)c1ccncc1)c1ccc2c(c1)OCO2	-6	-1.5	-1	11	-8	5	-2.0	93	-2	-1
O=C(O)C1CCCN1C(=O)c1cncc(Br)c1 (centres undefined)	-2	-0.1	-2	4	2	4	-0.7	109	-8	-4
COc1ccc(/C=C/C(=O)OCC(=O)Nc2cc(C(N)=O)cc(C(N)=O)c2)cc1	-2	-1.7	0	12	-5	1	-2.5	101	-3	11
Cc1ccc(S(=O)(=O)N(C)Cc2nc(-c3ccc(Br)cc3)no2)cc1	-6	2.4	-2	6	-5	-4	-1.2	109	0	-3
Cc1ccc(NC(=O)c2ccc(NCCCN3CCC(C)CC3)c([N+](=O)[O-])c2)c(C)c1	-4	-1.0	1	-5	-2	-5	1.0	105	0	-1
CCN1CC(CNC(=O)c2ccc3nc(Cc4cccc(Cl)c4)oc3c2)CC1=O (centres undefined)	-6	0.2	-1	9	-17	-2	-1.7	103	0	-3

Nine structures out of the list, arranged by count of non-hydrogen atoms, low to high:
SMILES	RTF Ca sens inh	LANA DNA inh	V-ATPase pH	MOR-DOR inv ag	Arrestin-AP2 inh	cardiac RTF act	OPRM1-OPRD1 ag	DSG3 Ab inh	Keap1 Nrf2 FP	Wnt act
Cn1c(=S)c2[nH]c(SCCN3CCCC3)nc2n(C)c1=O	-5	7.7	1	14	9	-5	-3.0	99	-5	0
O=C1c2cccc3c(N4CCCCC4)ccc(c23)C(=O)N1CCO	-101	28	-3	1	10	76*	-0.2	.	7	53*
COc1ccccc1NS(=O)(=O)c1ccc(-c2cnc(C3CC3)o2)cc1	6	0.9	-3	10	-6	4	-2.1	110	-3	3
CC(=O)Nc1ccc(Nc2c([N+](=O)[O-])cc(S(C)(=O)=O)cc2[N+](=O)[O-])cc1	-3	-0.1	6	-27	18	-1	4.5	96	0	8
Cc1onc(-c2ccc(Cl)cc2Cl)c1-c1csc(N/N=C/c2ccccc2)n1	-2	-1.4	8	-28	-16	2	5.3	108	-3	-5
COc1ccc(/C=C/C(=O)OCC(=O)Nc2cc(C(N)=O)cc(C(N)=O)c2)cc1	-2	-1.7	0	12	-5	1	-2.5	101	-3	11
Cc1c(NC(=O)c2cc(-c3ccc(Cl)c(Cl)c3)on2)c(=O)n(-c2ccccc2)n1C	-30	-3.8	-2	7	14	-4	-1.3	105	-4	-4
Cc1ccc(NC(=O)c2ccc(NCCCN3CCC(C)CC3)c([N+](=O)[O-])c2)c(C)c1	-4	-1.0	1	-5	-2	-5	1.0	105	0	-1
COCCN(C(=O)COC(=O)c1cccnc1Cl)c1c(N)n(Cc2ccccc2)c(=O)[nH]c1=O	-9	0.3	13	13	34	-3	-2.4	98	-4	2

Carrying on:
SMILES	RTF Ca sens inh	LANA DNA inh	V-ATPase pH	MOR-DOR inv ag	Arrestin-AP2 inh	cardiac RTF act	OPRM1-OPRD1 ag	DSG3 Ab inh	Keap1 Nrf2 FP	Wnt act
CCC(=O)Nc1ccc(S(=O)(=O)Nc2cccnc2)cc1	5	-1.1	0	7	31	-2	-1.3	84	0	0
CC(C)c1ccc(C2C(C#N)=C(N)Oc3c2oc(CO)cc3=O)cc1 (centres undefined)	-6	6.1	-5	6	15	4	-1.3	99	4	-2
O=C(c1ccc(NS(=O)(=O)c2cccc3cccnc23)cc1)N1CCOCC1	4	34	-1	10	6	0	-2.3	.	-7	1
S=C(NCCN1CCOCC1)Nc1ccc(Nc2ccccc2)cc1	-4	-0.3	13	11	33	12	-2.1	99	1	-2
CCN(CC)CCN(C(=O)c1ccc2c(c1)CCCC2)c1nc2cc(OC)c(OC)cc2s1	-9	0.4	4	-27	-13	0	5.0	109	-2	.
C=CCNC(=O)c1oc2ccc(S(=O)(=O)N3CCCCC3)cc2c1C	8	2.6	2	20	-11	3	-3.7	97	1	-1
O=C(Nc1cccc(-n2cnnn2)c1)c1ccncc1	-8	-2.7	0	18	31	-1	-3.5	107	0	-3
Cc1cccc(NS(=O)(=O)c2cc(C(=O)NCc3ccccn3)ccc2C)c1	-5	0.9	-1	17	35	3	-3.0	118	1	-2
CC1(C(=O)Nc2ccc3ccccc3c2)CC1(Br)Br (centres undefined)	-2	2.3	3	21	8	-6	-4.5	.	-5	-1
O=C(CCN1C(=O)COc2ccccc21)NCc1cccnc1	0	0.3	-2	-3	4	-2	0.5	80	1	0
COCCN1C(=O)C(O)=C(C(=O)c2cccs2)C1c1ccccc1 (centres undefined)	-7	0.4	4	-4	-6	7	0.7	100	-5	.
Cc1ccc(CSCCNC(=O)CCSc2ccccc2)cc1	10	0.1	3	20	-2	-6	-3.5	120	-2	.
CCN1CCCC1CNC(=O)c1cn(C)c2ccc(S(=O)(=O)N3CCCCCC3)cc2c1=O (centres undefined)	4	1.4	-3	6	16	-6	-1.1	100	-2	.
O=C(NCCc1ccc(Cl)cc1Cl)C1=CC=CN2CCS(=O)(=O)N=C12	-9	1.3	2	7	1	1	-1.7	106	-2	2
C/C(CCc1ccccc1)=N\NC(=O)c1ccccc1	-9	-1.2	2	20	10	0	-4.3	103	0	.
CCc1cccc(NC(=O)CCNS(=O)(=O)c2cccc3nonc23)c1	1	-2.1	-2	20	35	-5	-3.8	105	-2	-1
O=C(N/N=C/C=C/c1ccccc1)c1cccs1	-2	-1.9	0	15	-1	-3	-3.0	104	-1	3
C[C@H](CO)N1C[C@H](C)[C@@H](CN(C)S(C)(=O)=O)Oc2c(NC(=O)C3CC3)cccc2C1=O	-11	-1.5	-1	11	2	1	-1.9	96	-4	1
COc1cc2c(cc1NC(=O)COC(=O)C(CCSC)NC(=O)c1ccccc1Cl)oc1ccccc12 (centres undefined)	1	2.0	-2	11	1	-2	-1.8	94	-3	10
Cc1nnc(SCC(=O)N/N=C/c2cn(-c3ccccc3)nc2-c2ccc(F)cc2)n1-c1ccccc1	7	-0.9	1	14	-1	0	-3.4	.	-4	0
COc1ccc(C/C(N)=N/OC(=O)c2ccco2)cc1OC	-1	-0.7	1	-14	32	-6	2.8	107	-1	-1
CCC(=O)/C=C1\Sc2ccc(OC)cc2N1CCO	8	0.8	3	4	6	13	-0.7	.	-1	.
O=C(Oc1cccc2ccccc12)c1ccco1	-8	-1.0	-1	9	4	0	-1.8	.	2	11
C[C@]12c3[nH]c4ccccc4c3CCN1C(=O)C(CC(=O)NCC13CC4CC(CC(C4)C1)C3)C[C@@H]2C(=O)N1CCOCC1 (some centres undefined)	-1	0.5	0	3	38	-6	-0.7	102	2	-4
CCCCn1c(N)c(N(CCC(C)C)C(=O)c2ccc3c(c2)OCCO3)c(=O)[nH]c1=O	-40	-0.2	-1	5	2	-11	-0.7	102	-1	0
Cc1ccc(CCNC(=O)C2CCC(=O)N2Cc2ccc(F)cc2)cc1 (centres undefined)	-9	-2.5	-4	5	8	-3	-1.0	93	2	2
c1ccc(COc2ccc(OCCCn3cncn3)cc2)cc1	-3	0.9	1	-13	5	-1	2.4	105	-3	.
O=C(COC(=O)CCc1nc2ccccc2c(=O)[nH]1)Nc1c(Cl)cccc1C(F)(F)F	-4	.	-1	12	-3	4	-2.2	102	.	-3
O=C(Cn1cnc2cc([N+](=O)[O-])ccc2c1=O)NC(=O)NCc1ccccc1	3	-0.3	4	-13	1	-3	2.5	102	2	1
CN(CC(=O)Nc1ccc(N2CCOCC2)cc1)C(=O)CSc1ccc(F)cc1	-13	0.7	0	11	-8	-4	-1.7	104	0	1
COCCNC(=O)CN(Cc1ccc2c(c1)OCO2)C(=O)CCC(=O)Nc1nccs1	-7	1.1	-1	21	1	-1	-4.2	103	-2	.
c1ccc2sc(NC3=NCN(Cc4ccc5c(c4)OCO5)CN3)nc2c1	0	-0.1	0	14	6	-2	-2.9	103	-4	-3
CCCCn1c(N)c(N(CC(C)C)C(=O)Cc2ccc(S(=O)(=O)N3CCOCC3)s2)c(=O)[nH]c1=O	-37	23	0	-3	0	25	0.7	205	-39	-3
O=C(/C=C/c1ccc(Cl)cc1)N1CCN(c2ccc(Cl)cc2[N+](=O)[O-])CC1	-9	1.1	-4	-4	-21	-8	0.8	101	2	.
O=C(Nc1ncccn1)c1ccc(C(F)(F)F)cc1	-2	1.1	1	2	-10	0	-0.3	103	-9	0
CC(C)c1ccccc1NC(=O)c1cnccn1	-5	0.3	-2	9	-1	6	-1.6	128	4	12
CCOc1ccc(OCC)c(S(=O)(=O)NCCCN2CCOCC2)c1	1	-0.6	-4	-10	1	7	1.8	105	-7	.
O=C(Nc1ccc(S(=O)(=O)NC2CCCC2)cc1)c1cnccn1	0	1.6	-1	15	-2	-2	-3.4	106	-3	.
Cc1ccc(OCC(=O)N2CCN(S(=O)(=O)c3ccccc3)CC2)c([N+](=O)[O-])n1	7	0.5	-5	-5	13	-1	0.9	95	1	1
CC1CCCCN1C(=O)COC(=O)c1ccc2c(c1)C(=O)N(Cc1ccco1)C2=O (centres undefined)	-6	1.8	3	7	1	4	-1.8	109	-2	-2
CCOC(=O)c1c(C)[nH]c(C(=O)Cn2c(=O)oc3ccccc32)c1C	-2	1.7	0	11	0	-1	-2.5	.	1	-1

Screens (PubChem BioAssay)
